High-throughput results from PubChem BioAssay.
EPAC1 antagonist – blocks human EPAC1 exchange factor. AID 720709. 0.14% of 360,000 active. Potency, µM (highest dose often 115 µM), inactives show at the highest dose activity change, negative = inhibition, hits mostly inhibitors. O95398. EPAC1 GEF assay, Rap1b-BODIPY-GDP exchange fluorescence;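 also: potency is read from the fitted curve at half-maximal effect; plate controls were vehicle for no effect and positive control for full effect; nearly all actives have a fitted effect of over 50% in size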
Target sequence (O95398 whole entry, looked up): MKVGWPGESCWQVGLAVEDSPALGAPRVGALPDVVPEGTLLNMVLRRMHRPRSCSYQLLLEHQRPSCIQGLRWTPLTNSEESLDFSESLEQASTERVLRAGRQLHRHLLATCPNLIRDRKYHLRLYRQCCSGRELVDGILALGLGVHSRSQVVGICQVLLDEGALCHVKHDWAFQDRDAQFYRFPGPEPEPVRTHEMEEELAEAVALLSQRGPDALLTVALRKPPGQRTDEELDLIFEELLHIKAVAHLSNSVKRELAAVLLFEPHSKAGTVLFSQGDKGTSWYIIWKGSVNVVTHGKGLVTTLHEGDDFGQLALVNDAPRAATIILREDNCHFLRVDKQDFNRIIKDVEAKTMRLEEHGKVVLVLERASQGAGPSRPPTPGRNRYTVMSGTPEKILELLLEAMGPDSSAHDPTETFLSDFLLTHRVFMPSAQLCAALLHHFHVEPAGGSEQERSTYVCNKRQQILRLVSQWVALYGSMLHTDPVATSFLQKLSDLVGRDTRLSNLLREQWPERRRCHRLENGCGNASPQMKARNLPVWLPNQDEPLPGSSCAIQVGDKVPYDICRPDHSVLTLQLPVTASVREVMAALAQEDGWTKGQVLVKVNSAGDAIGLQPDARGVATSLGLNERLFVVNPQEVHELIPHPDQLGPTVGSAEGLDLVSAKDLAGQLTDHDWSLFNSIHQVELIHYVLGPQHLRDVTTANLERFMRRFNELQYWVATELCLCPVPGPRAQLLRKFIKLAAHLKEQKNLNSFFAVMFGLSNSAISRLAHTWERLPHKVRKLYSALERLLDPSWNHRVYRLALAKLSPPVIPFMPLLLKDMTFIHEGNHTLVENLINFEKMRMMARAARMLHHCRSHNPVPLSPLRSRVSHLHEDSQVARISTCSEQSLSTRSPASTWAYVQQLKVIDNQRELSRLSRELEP
EPAC1 agonist – agonists of human EPAC1. O95398. Potency, µM (doses to about 154 µM), inactives show at the top dose activation, hits mostly activators. EPAC1 agonist qHTS, biochemical assay; response scale: 100% = response to 6.5 mM cAMP. 0.073% of 360,000 active. AID 720707; also: potency is read from the fitted curve at half-maximal effect; nearly all actives have a fitted effect of over 60% in size
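EPAC1 100 nM, Rap1B–BODIPY-GDP 250 nM, unlabeled GDP 50 uM; compound titration; 5 min RT; kinetic read ex480/em540 at 5-min intervals ×30 min; data normalized to 6.5 mM cAMP agonist control.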
FUS yeast rescue – suppressors of FUS proteinopathy in yeast. 0.24% of 390,000 active. AID 1347120. S. cerevisiae FUS-expressing, growth rescue, OD600, 24 h. Potency, µM (doses to about 76.6 µM), inactives show at the highest dose growth rescue (activation), hits mostly activators;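 also: potency is read from the fitted curve at half-maximal effect; plate controls were DMSO vehicle for no effect and reference control for full effect; nearly all actives have a fitted effect of over 55% in size; some results filed as inactive show a strong effect at the top dose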
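Yeast expressing FUS under galactose induction, OD 0.005 in 2% galactose medium; compounds in a dilution series, 24 h at 30C. Growth rescue by absorbance at 600 nm; CP55940 positive control, DMSO negative.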
IL2 activator – activates IL-2 in a cell-based reporter assay; IL-2 activation reporter assay, cell-based qHTS; stimulated with anti-CD3/CD4/CD28 beads; in transgenic mouse T cells; activation, % (series mostly up to about 46 µM); 0.065% of 360,000 active; AID 652025; in the data active = activation above about 50%; inconclusive = mostly about 30% to 49%; also: 0% is about no effect
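First, unstimulated transgenic mouse T cells were exposed to compound for 60 min. Next, anti-CD3/anti-CD4-coated beads with anti-CD28 were added. Finally, after 18 h at 37 degrees C, EGFP and DsRed were imaged.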
PLK1 PBD inh – blocks phosphopeptide binding to human PLK1 polo-box domain. P53350. Plk1 PBD binding of FITC phosphopeptide, fluorescence polarization. Potency, µM, inactives show max response, negative = inhibition, most hits filed as inhibitors. 2.8% of 360,000 active; also: potency is read from the fitted curve at half-maximal effect; series mostly up to about 57 µM; % is scaled to controls: 0 for no effect and ±100 for the full control effect; nearly all actives have a fitted effect of over 65% in size
PI5P4Ka inh – blocks human PI5P4K alpha kinase activity. AID 652105. max response, %. PI5P4Kalpha enzyme, ADP-Glo luminescence, 60 min; hits give low values. P48426. 1.2% of 330,000 active; active = max response of -50% or lower; inconclusive = between -30% and -50%; inactive = -30% or higher; also: value at the top dose of about 77 µM; % is scaled to controls: 0 for no effect and ±100 for the full control effect
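Reactions run in 0.038 M HEPES pH 7.4, 0.28 mM EGTA, 0.1% CHAPS and 5% DMSO, with PI5P4Kalpha, substrate, compound and 5 microM ATP final, one hour at room temperature. Readout is ADP-Glo luminescence.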
WRN helicase inh – inhibitors of human WRN helicase; 0.46% of 360,000 active; WRN helicase unwinding, fluorescent forked duplex, kinetic; Q14191; Potency, µM (top dose mostly 114 µM), for the others: top-dose activity change, negative = inhibition, most hits filed as inhibitors; also: potency is read from the fitted curve at half-maximal effect; % is scaled to controls: 0 for no effect and ±100 for the full control effect; nearly all actives have a fitted effect of over 55% in size
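Kinetic fluorescence helicase assay: unwinding of a quenched forked DNA duplex (100 nM final) with 2 mM ATP final raises red fluorescence (525/598 nm). Compounds sat 15 min at room temperature with 20 nM WRN beforehand.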
Abeta yeast res – compounds reversing amyloid beta toxicity in yeast; Potency, µM (doses to about 46.1 µM), inactives show at the highest dose growth rescue, actives largely listed as activators; AID 1347071; 0.063% of 410,000 active; yeast expressing A-beta42, growth rescue, OD600, 48 h; response scale: 0% DMSO, 100% iron-clioquinol control; also: potency is read from the fitted curve at half-maximal effect; nearly all actives have a fitted effect of over 55% in size
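Yeast A-beta toxicity model in growth medium with pinned compounds, 48 h at 30 C; growth read as absorbance at 600 nm. Normalized to FeCl3/clioquinol equimolar mix (positive) and DMSO (negative).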
An asterisk follows results filed as active; ? = inconclusive; . = no result given; & = joins results of further samples; [ ] = another dose, or the depositor's remark. Unless noted, calls follow the shape of the dose curve; as a rule, active = well fitted curve in the direction sought with a large enough effect; inconclusive = small, poorly fitted or top-dose-only effect, or another doubt; inactive = no such curve, though single readings can be large; an effect the other way counts as inactive or inconclusive.

structure	EPAC1 antagonist	EPAC1 agonist	FUS yeast rescue	IL2 activator	PLK1 PBD inh	PI5P4Ka inh	WRN helicase inh	Abeta yeast res
O=S(=O)(c1ccc(OCc2nc3ccccc3s2)c(Cl)c1)N1CCOCC1	-1%	2%	-4%	-0.3	-13%	0	-2%	-3%
Cc1cc(C)n2nc(SC(C)C(=O)N3CC(C)OC(C)C3)nc2n1 (stereo unspecified)	0%	0%	.	1.0	-20%	9	-24%	-14%
Cc1ccccc1/C(=N\S(=O)(=O)c1ccc(Br)cc1)Nc1ccccc1	-3%	-16%	0%	-2.9	-9%	-3	-3%	8%
Cc1nc2ccc(N=NC3=C(O)CC(C)(C)CC3=O)cc2s1	0%	3%	10%	0.4	-11%	-13	-1%	-12%
Cc1ccc(C)c(C(=O)CSc2n[nH]c(-c3ccncc3)n2)c1	-2%	-1%	3%	-1.8	-4%	-3	-10%	25%
COCCn1c(=O)[nH]c2cc(C(=O)Nc3ccc(OC)c(Cl)c3)ccc2c1=O	4%	-4%	8%	3.3	-2%	-24	2%	-2%
CN1C(=O)N(c2nnc(C(C)(C)C)s2)C(=O)C1c1ccccc1 (stereo unspecified)	5%	4%	6%	-0.4	-9%	-3	9%	18%
O=C(O)C1CCCCC1C(=O)NCc1ccncc1 (stereo unspecified)	16%	2%	-23%	-1.2	-11%	0	1%	5%
Cc1ccc(-n2nnnc2SCC(=O)N(CC(C)C)c2c(N)n(CC(C)C)c(=O)[nH]c2=O)cc1	-1%	3%	?	-1.3	-21%	-8	-4%	2%
CC(C)(C)C(=O)c1cnc(Nc2ccccc2)s1	-16%	2%	1%	-0.2	-4%	10	-9%	22%
CC(=O)Nc1ccccc1C(=O)N1CC2(C)CC1CC(C)(C)C2 (stereo unspecified)	1%	1%	3%	-2.5	-6%	-3	2%	5%
CC(Oc1ccc(F)cc1)C(=O)Nc1cccc(-c2nn[nH]n2)c1 (stereo unspecified)	13%	7%	24%	-1.6	21µM*	-23	0%	7%
Cc1ccc(C(N)=Nc2ccccc2)cc1	-6%	13%	-28%	-1.0	-3%	4	?	3%
CCOC(=O)C1CCN(C(=O)CNC(=O)c2nn(-c3ccc(OC)c(OC)c3)c(=O)c3ccccc23)CC1	-17%	13%	25%	-0.3	-5%	2	6%	8%
CCOC(=O)CCCn1c(C)nc(=O)c(-c2ccccc2)c1C	8%	10%	-22%	-1.0	4%	0	-18%[57.1 µM]	21%
COc1ccc(CNC(=O)C2CC(c3ccc(C(F)(F)F)cc3)=NO2)cc1 (stereo unspecified)	-14%	-6%	-31%	-0.5	-3%	2	-4%	8%
CC(=O)C1C(c2ccco2)c2c(noc2C)CC1(C)O (stereo unspecified)	-2%	7%	24%	-2.0	2%	.	-4%	9%
CCOC(=O)C1CCN(C(=O)COc2ccc(Cl)cc2Cl)CC1	8%	-4%	21%	-0.4	4%	-6	7%	-13%
COc1ccc(CNS(=O)(=O)c2cc(-c3cc(C)no3)ccc2OC)cc1OC	6%	7%	31%	-1.9	-9%	0	-9%[57.1 µM]	5%
CC1(C(=O)NS(=O)(=O)c2ccc(Cl)cc2)CCN1C(=O)Cc1ccccc1Cl (stereo unspecified)	26%	-16%	-17%	0.4	-3%	-9	-7%	-4%

Retrieved by structure from the list above:
structure	EPAC1 antagonist	EPAC1 agonist	FUS yeast rescue	IL2 activator	PLK1 PBD inh	PI5P4Ka inh	WRN helicase inh	Abeta yeast res
CN1C(=O)N(c2nnc(C(C)(C)C)s2)C(=O)C1c1ccccc1 (stereo unspecified)	5%	4%	6%	-0.4	-9%	-3	9%	18%
CC(=O)Nc1ccccc1C(=O)N1CC2(C)CC1CC(C)(C)C2 (stereo unspecified)	1%	1%	3%	-2.5	-6%	-3	2%	5%

(further entries)
structure	EPAC1 antagonist	EPAC1 agonist	FUS yeast rescue	IL2 activator	PLK1 PBD inh	PI5P4Ka inh	WRN helicase inh	Abeta yeast res
CCN(CC)CCNC(C(=O)Nc1cc(C(F)(F)F)ccc1Cl)c1ccccc1 (stereo unspecified)	12%	-4%	12%	-0.6	-10%	-7	4%	0%
COC(=O)c1ccccc1NC(=S)N(Cc1ccc2c(c1)OCO2)Cc1cc2cc(OC)ccc2[nH]c1=O	-13%	-2%	.	0.1	-1%	-14	-29%	-1%
Cc1ccc(S(=O)(=O)NCCSCc2ccccc2)cc1	-24%	9%	15%	1.0	-10%	2	-17%	-35%
CC(C)CC1(C)NC(=O)N(CC(=O)Nc2ccc3c(c2)CCC3)C1=O (stereo unspecified)	-28%	-16%	?	-0.6	?	8	-7%	-6%
Cc1ccc(NS(=O)(=O)c2ccc(OCC(=O)N3CCOCC3)cc2)cc1	-1%	6%	0%	-1.2	-2%	.	-13%	24%
Cc1ccccc1S(=O)(=O)NCC[C@@H]1CC[C@@H](NC(=O)C2CCCC2)[C@@H](CO)O1	?	3%	3%	-0.5	-6%	3	-3%	-8%
c1ccc(-c2ccn3nnnc3n2)cc1	2%	4%	3%	-3.4	-18%	0	-3%	4%
Cc1cc(C)n2c(Nc3c(C)cccc3C)c(CC(C)C)nc2n1	-15%	-3%	1%	-0.6	-6%	2	1%	3%
CC(C)Oc1ccc(CCN=C(N)N=C(N)N)cc1Cl	-20%	8%	-10%	0.8	-1%	4	-7%	8%
Cc1ccc(CNC(=O)c2coc(=O)c3ccccc23)o1	-4%	7%	1%	-0.1	-16%	-11	-19%	?
Cc1cc(O)c(-c2cc(O)c(C)cc2O)cc1O	-9%	7%	-15%	-1.2	4.7µM*	-67*	1%	-38%[inhibitor]
COCCNC(=O)c1cc2cc(Cl)cc(Cl)c2oc1=O	0%	10%	-17%	2.3	?	-4	-6%	-13%
COc1ccc(OC)c(NC(=O)CSc2ccc(-c3cccnc3)nn2)c1	3%	-5%	12%	-2.4	2%	0	1%	11%
CC(OC(=O)C(C)N1C(=O)C2C3C=CC(C4CC34)C2C1=O)C(=O)c1ccccc1 (stereo unspecified)	-11%	-5%	.	-0.4	-5%	4	-17%	-2%
Cc1ccccc1-c1nc2sc3c(c2c(=O)n1N)CCCC3	-5%	3%	-11%	1.6	-3%	10	-16%	-15%
COc1ccc(-c2cc(=O)[nH][nH]2)cc1OC	14%	-10%	17%	-1.0	0%	.	4%[57.1 µM]	7%
Cn1c(NC(=O)c2ccccc2NC(=O)C(C)(C)C)nc2ccccc21	-3%	-4%	?	-3.7	-1%	-1	0%	-15%
O=c1oc2cc(O)ccc2cc1-c1ccc(F)cc1	5%	-8%	-7%	1.2	3.4µM*	-58*	-15%	0%
CCN(CC)c1ccc2cc(C(=O)O)c(=O)oc2c1	-2%	6%	21%	6.6	-1%	.	-10%	-3%
CCOC(=O)c1c(NC(=O)CSc2ncnc3ccccc23)sc(C(C)=O)c1C	-26%	4%	9%	-5.6	-3%	3	?	-9%

Structures shown so far that contain a COOH group:
structure	EPAC1 antagonist	EPAC1 agonist	FUS yeast rescue	IL2 activator	PLK1 PBD inh	PI5P4Ka inh	WRN helicase inh	Abeta yeast res
O=C(O)C1CCCCC1C(=O)NCc1ccncc1 (stereo unspecified)	16%	2%	-23%	-1.2	-11%	0	1%	5%
CCN(CC)c1ccc2cc(C(=O)O)c(=O)oc2c1	-2%	6%	21%	6.6	-1%	.	-10%	-3%

(continued)
Each structure is followed by: EPAC1 antagonist, EPAC1 agonist, FUS yeast rescue, IL2 activator, PLK1 PBD inh, PI5P4Ka inh, WRN helicase inh, Abeta yeast res
CCN1C(=O)/C(=C\c2ccncc2)SC1=S
    3%, -4%, -14%, -0.1, -21%, 0, 0%, .
CN(c1ccc(C(=O)NC2CCCCC2)cc1)S(=O)(=O)c1ccccc1
    7%, -2%, 15%, -3.6, -5%, 3, -25%, 14%
Cc1ccc(N2CCN(S(=O)(=O)N(C)C)CC2)cc1Cl
    -16%, 0%, 1%, -1.4, -2%, 2, -20%, 8%
COc1ccccc1C(=O)NC(CCSC)C(=O)OCC(=O)N1CCN(S(=O)(=O)c2ccc(C)cc2)CC1 (stereo unspecified)
    -20%, -3%, ., 0.0, -6%, 1, -2%, -7%
CCN(CC)CCN1C(=O)c2oc3ccc(F)cc3c(=O)c2C1c1ccncc1 (stereo unspecified)
    0%, -5%, -2%, 1.8, -17%, 0, -7%, -13%
Cc1noc(C(=O)Nc2ccc(F)cc2F)c1Cl
    1%, 2%, -7%, 0.1, -5%, 2, 12%, -27%
CC1(C)CC(=O)C2=C(C1)NC(=O)CC2c1cc(F)ccc1F (stereo unspecified)
    8%, 2%, -11%, -0.1, 4%, -4, 8%, 21%
c1ccc(N=C(c2cccs2)N2CCOCC2)cc1
    1%, 16%, -21%, -0.3, 7%, -7, -2%, -8%
COCCNC(=O)[C@@H]1CSC2c3ccc(OC)c(OC)c3C(=O)N21 (stereo partly specified)
    3%, 15%, 2%, -0.3, -23%, 1, 9%, -16%
COc1ccc(NC(=O)NNS(=O)(=O)c2ccc(OC)c(OC)c2)c(OC)c1
    -28%, 1%, ., 2.1, -10%, -1, ?, 4%
CCOC(=O)Cc1nnc(NC(=O)C(CC)Sc2nc(C)cc(C)n2)s1 (stereo unspecified)
    6%, 1%, -7%, 0.5, -5%, -1, -2%, -19%
CCCN(CCC)CCCNC(=O)c1cn(CC)c2ccc(S(=O)(=O)N3CCc4ccccc4C3)cc2c1=O
    8%, 6%, 17%&7%, -2.4, 3%, 3, 7%, 0%&-2%
CCCCCN1N=C(C)CC1=O
    -8%, -9%, -10%, -5.4, -4%, -5, 4%, -36%
CCC(C)N(C(=O)CSc1nc(C)c(C)c(C)c1C#N)C1CCS(=O)(=O)C1 (stereo unspecified)
    -12%, -3%, ., -4.7, -8%, -17, -9%, -21%

Looked up above:
CCN1C(=O)/C(=C\c2ccncc2)SC1=S in EPAC1 antagonist shows 3%
COCCn1c(=O)[nH]c2cc(C(=O)Nc3ccc(OC)c(Cl)c3)ccc2c1=O in PI5P4Ka inh shows -24
COc1ccc(OC)c(NC(=O)CSc2ccc(-c3cccnc3)nn2)c1 in FUS yeast rescue shows 12%
Cc1ccc(CNC(=O)c2coc(=O)c3ccccc23)o1 in EPAC1 antagonist shows -4%
